BLM helicase inh: blocks DNA unwinding by human BLM helicase; P54132; recombinant BLM DNA unwinding, fluorescence dequenching; Potency, µM (doses to about 56.1 µM), for inactives: at the top dose activity change, negative = inhibition, actives largely listed as inhibitors; actives 0.2% (n = 350,000); AID 2528;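 also: potency is read from the fitted curve at half-maximal effect; plate controls were vehicle for no effect and no enzyme for full effect; nearly all actives have a fitted effect of over 35% in size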
APEX1 inh: blocks human APE1 abasic DNA cleavage. P27695. recombinant APE1, TAMRA/BHQ-2 abasic DNA cleavage fluorescence. Potency, µM (top dose mostly 65.8 µM), without a hit: top-dose activity change, negative = inhibition, hits mostly inhibitors. actives 0.35% (n = 350,000). AID 2517;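 also: potency is read from the fitted curve at half-maximal effect; plate controls were vehicle for no effect and reference inhibitor for full effect; nearly all actives have a fitted effect of over 55% in size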
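Compound pre-exposure to 0.75 nM APE1, 15 min at ambient temperature. Reaction initiated with 50 nM TAMRA/BHQ-2 THF substrate, read immediately in kinetic mode, 525 nm excitation, 598 nm emission.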
Anesthetic bind: candidate novel general anesthetic via apoferritin binding; apoferritin/1-aminoanthracene competitive binding, fluorescence; Potency, µM (series often up to 77.5 µM), without a hit: top-dose activity change, negative = displacement, most hits filed as inhibitors; actives 0.074% (n = 350,000); also: potency is read from the fitted curve at half-maximal effect; % is scaled to controls: 0 for no effect and ±100 for the full control effect; nearly all actives have a fitted effect of over 20% in size
Target sequence (P02791 2-175 limits assumed): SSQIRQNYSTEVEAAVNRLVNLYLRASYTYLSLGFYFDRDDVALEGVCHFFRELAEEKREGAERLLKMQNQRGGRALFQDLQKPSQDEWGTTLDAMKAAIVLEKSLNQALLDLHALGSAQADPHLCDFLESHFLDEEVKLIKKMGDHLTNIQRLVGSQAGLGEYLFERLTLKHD
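Horse-spleen apoferritin (10 uM) was mixed with 50% saturated 1-aminoanthracene in PBS, exposed to compounds for 10 min at room temperature, and read for fluorescence (ex 380 nm, em 535 nm). Competitive displacement was fitted with a four-parameter Hill equation.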
PGK inhibitor: inhibitors of T. brucei phosphoglycerate kinase; P07378; PGK/GAPDH coupled, Kinase-Glo luminescence, 60 min; Potency, µM (doses to about 57.5 µM), inactives show at the top dose activity change, negative = inhibition, most hits filed as inhibitors; actives 0.043% (n = 380,000); also: potency is read from the fitted curve at half-maximal effect; % is scaled to controls: 0 for no effect and ±100 for the full control effect; nearly all actives have a fitted effect of over 60% in size
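Recombinant glycosomal PGK reaction used 1,3-bisphosphoglycerate generated in-well by GAPDH (100nM final) in 100mM TEA pH 7.6, 5mM MgCl2, 0.01% Tween-20. After 60 minutes at room temperature, ATP was read by Kinase-Glo Plus luminescence end-point.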
RXFP1 antag: blocks the human relaxin receptor RXFP1. HEK293-RXFP1, relaxin-stimulated cAMP HTRF, 30 min; hits give low values. actives 0.59% (n = 350,000). activity change, negative = inhibition, % at 57.5 µM. AID 1259400. Q9HBX9;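 active = activity change of -60% or lower, but not beyond a set lower limit; inconclusive = change between -60% and -40%, or beyond the set limit; inactive = change above -40%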; also: % is scaled to controls: 0 for no effect and ±100 for the full control effect
Pol beta inh: DNA polymerase beta (human) inhibition; Pol beta primer extension/strand displacement, fluorescence kinetic; P06746; Potency, µM (highest dose often 114 µM), for the others: at the top dose activity change, negative = inhibition, most hits filed as inhibitors; AID 485314; actives 1.3% (n = 340,000); also: potency is read from the fitted curve at half-maximal effect; % is scaled to controls: 0 for no effect and ±100 for the full control effect
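Human Pol beta at 10 nM; strand-displacement substrate 50 nM final. Compound exposure 15 min at room temperature before start, reaction 10 min at room temperature.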
Pol iota inh: inhibitors of human DNA polymerase iota; Pol iota fluorescent replication assay, 10 min; Potency, µM (top dose mostly 115 µM), for the others: top-dose activity, negative = inhibition, hits mostly inhibitors; actives 1% (n = 390,000); also: potency is read from the fitted curve at half-maximal effect
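Pol iota at 10 nM preincubated 15 min with compounds at room temperature; reaction started with fluorescent substrate, 50 nM final. Fluorescence read kinetically at 0 and 10 min; buffer-only wells as negative control.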
Pol eta inh: inhibitors of human DNA polymerase eta; Q9Y253; recombinant Pol eta, fluorescent DNA replication assay; actives 1.2% (n = 390,000); Potency, µM (doses to about 114 µM), without a hit: top-dose activity change, negative = inhibition, actives largely listed as inhibitors; also: potency is read from the fitted curve at half-maximal effect; % is scaled to controls: 0 for no effect and ±100 for the full control effect
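Fluorescent replication assay: 50 nM final substrate added after a 15 min room-temperature compound preincubation with 10 nM enzyme. Signal taken at 0 min and again at 10 min.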
Pol kappa inh: blocks human DNA polymerase kappa activity | Q9UBT6 | purified Pol kappa, fluorescent DNA synthesis assay, 10 min | Potency, µM (titrated, usually from 107 µM), inactives show top-dose activity, negative = inhibition, actives largely listed as inhibitors | actives 0.53% (n = 400,000); also: potency is read from the fitted curve at half-maximal effect; % is scaled to controls: 0 for no effect and ±100 for the full control effect
Target sequence (Q9UBT6 whole entry, looked up): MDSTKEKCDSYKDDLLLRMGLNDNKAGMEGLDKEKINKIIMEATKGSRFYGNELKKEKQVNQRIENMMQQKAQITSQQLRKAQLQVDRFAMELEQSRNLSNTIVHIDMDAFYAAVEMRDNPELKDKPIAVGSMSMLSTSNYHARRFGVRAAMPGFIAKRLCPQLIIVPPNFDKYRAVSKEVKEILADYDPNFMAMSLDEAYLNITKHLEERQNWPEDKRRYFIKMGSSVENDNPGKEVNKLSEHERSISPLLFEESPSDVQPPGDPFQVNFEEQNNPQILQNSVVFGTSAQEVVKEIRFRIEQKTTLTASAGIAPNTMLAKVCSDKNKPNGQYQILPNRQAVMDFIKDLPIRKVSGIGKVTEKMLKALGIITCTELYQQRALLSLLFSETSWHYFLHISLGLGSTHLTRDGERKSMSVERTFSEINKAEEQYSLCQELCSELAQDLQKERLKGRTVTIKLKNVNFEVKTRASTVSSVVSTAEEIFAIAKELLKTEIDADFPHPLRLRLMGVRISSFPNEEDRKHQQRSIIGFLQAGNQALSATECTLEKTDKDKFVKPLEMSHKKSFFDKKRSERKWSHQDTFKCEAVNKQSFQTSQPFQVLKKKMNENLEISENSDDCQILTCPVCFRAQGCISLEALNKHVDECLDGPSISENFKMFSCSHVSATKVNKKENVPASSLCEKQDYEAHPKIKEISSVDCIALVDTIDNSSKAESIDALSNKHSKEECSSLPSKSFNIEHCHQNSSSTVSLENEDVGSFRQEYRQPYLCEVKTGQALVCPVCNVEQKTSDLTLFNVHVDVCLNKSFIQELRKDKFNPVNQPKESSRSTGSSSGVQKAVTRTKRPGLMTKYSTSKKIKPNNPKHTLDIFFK
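Fluorescent qHTS in 1536-well format: enzyme (10 nM) and compound sat 15 min at room temperature before 50 nM substrate (final) was added. Signal taken at 0 and 10 min; no-enzyme buffer wells were negative controls.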
* hit, by the source's call; i = inactive; ? = inconclusive; nt = no result given; & = joins results of further samples; [ ] = dose if it differs, or a comment. Unless noted, calls follow the shape of the dose curve; as a rule, active = well fitted curve in the direction sought with a large enough effect; inconclusive = small, poorly fitted or top-dose-only effect, or another doubt; inactive = no such curve, though single readings can be large; an effect the other way counts as inactive or inconclusive.

SMILES	BLM helicase inh	APEX1 inh	Anesthetic bind	PGK inhibitor	RXFP1 antag	Pol beta inh	Pol iota inh	Pol eta inh	Pol kappa inh
COc1cccc(CNC(=O)c2ccc(CS(=O)(=O)Cc3ccccc3C)o2)c1	-2%	-1%	?	i	-10	?	-30%	-8%	-7%
COc1c2ccoc2nc2c(OC)c(OCC(O)C(C)(C)O)ccc12 (stereo not drawn)	3%&2%&-10%	3%&14%&0%	-4%	-1%	-3	0%	11%	-8%	3%
O=C(CCCCCn1c(=O)[nH]c2ccccc2c1=O)N1CCN(c2cccc(C(F)(F)F)c2)CC1	-4%	nt	9%	2%	-9	1%	8%	6%	-3%[60.1 µM]
CCC(=O)O[C@@]1(C(=O)CCl)[C@@H](C)C[C@@H]2[C@H]3CCC4=CC(=O)C=C[C@@]4(C)[C@]3(F)[C@@H](O)C[C@@]21C	-4%[21.4 µM]	0%[21 µM]	-4%[29.3 µM]	nt	nt	nt	nt	nt	0%[12 µM]
CCCN(C(=O)c1cc2c(=O)oc3ccccc3c2s1)c1ccccc1C	-9%	nt	?	-10%	nt	0%	-7%	-16%	6%
Cc1cc(N2CC(C(=O)NCc3cccs3)CC2=O)ccc1C(C)C (stereo not drawn)	-3%	-6%	?	-2%	1	-1%	3%	-18%	-2%
Cc1ccc(OCC(=O)c2cc(C)n(Cc3cccs3)c2C)c([N+](=O)[O-])n1	-6%	1%	?	-2%	-23	?	95%[activator]	-13%	-23%
CCn1c(=O)c([N+](=O)[O-])c(NCc2ccco2)c2ccccc21	-4%	2%	-2%	-10%	5	7%	-15%	1%	-1%
COc1ccc(-c2cc(C(F)(F)F)n3nc(C(=O)N4CCN(C(=O)c5ccco5)CC4)cc3n2)cc1	-1%	12%	-7%	-8%	nt	11%	27%	-22%	2%
C=C[C@]1(C)C=C2CCC3[C@](C)(CCC[C@@]3(C)C(=O)O)C2CC1 (stereo partly drawn)	nt	2%	nt	-5%	nt	nt	1%	?	0%

The closing 3 entries of the part above come first, to join the parts.
SMILES	BLM helicase inh	APEX1 inh	Anesthetic bind	PGK inhibitor	RXFP1 antag	Pol beta inh	Pol iota inh	Pol eta inh	Pol kappa inh
CCn1c(=O)c([N+](=O)[O-])c(NCc2ccco2)c2ccccc21	-4%	2%	-2%	-10%	5	7%	-15%	1%	-1%
COc1ccc(-c2cc(C(F)(F)F)n3nc(C(=O)N4CCN(C(=O)c5ccco5)CC4)cc3n2)cc1	-1%	12%	-7%	-8%	nt	11%	27%	-22%	2%
C=C[C@]1(C)C=C2CCC3[C@](C)(CCC[C@@]3(C)C(=O)O)C2CC1 (stereo partly drawn)	nt	2%	nt	-5%	nt	nt	1%	?	0%
CCn1c(=O)c([N+](=O)[O-])c(NC2CCS(=O)(=O)C2)c2ccccc21 (stereo not drawn)	0%	13%	3%	-9%	-6	89%	68%[activator]	-3%	11%
Cc1ccccc1N1CCN(c2ccc(NC(=O)C3CCCCC3C(=O)O)cc2)CC1 (stereo not drawn)	-1%	4%	2%	6%	5	-15%	3%	-13%	-6%
COc1ccc(C2/C(=C(/O)c3ccccc3)C(=O)C(=O)N2C)c(OC)c1 (stereo not drawn)	-3%	11%	-8%	-1%	-5	-24%	15%	-12%	-3%
CC(C(=O)Nc1ccc(OCc2ccccc2)cc1)N1CCCC1 (stereo not drawn)	2%	5%	?	-5%	0	25%	8%	-5%	-24%
COC(=O)c1cccc(NC(=O)CCNC(=O)c2ccc([N+](=O)[O-])cc2)c1	-3%	-6%	-1%	-1%	5	22%	27%	-16%	-14%
Oc1ccc(N2CCN(C(c3cccnc3)c3nnnn3Cc3ccccc3)CC2)cc1 (stereo not drawn)	-2%	-1%	1%	-1%	-27	-11%	-4%	-10%	-7%
CCOC(=O)C1=C(C)NC(=O)NC1c1ccc(OC)c(CN2CCOCC2)c1 (stereo not drawn)	0%	-10%	-2%	i	-4	5%	-4%	-4%	-3%
COc1ccc(C(=O)CSc2nc3ccccc3n2CC(=O)c2ccccc2)cc1	-10%	-3%	-14%	nt	21	26%	42%[activator]	0%	-8%
CC(c1ccco1)N(C(=O)Nc1ccc(Cl)cc1)c1ccccn1 (stereo not drawn)	-6%	-3%	-15%	-3%	-21	6%	-2%	-19%	-3%
O=C(CCCC(=O)N1CCN(c2cccc(Cl)c2)CC1)c1ccccc1	-5%	30%	?	-5%	nt	-19%	26%	-23%	-4%

Taken from above:
Under Pol iota inh, O=C(CCCC(=O)N1CCN(c2cccc(Cl)c2)CC1)c1ccccc1 is listed with 26%
Under Pol eta inh, CCn1c(=O)c([N+](=O)[O-])c(NC2CCS(=O)(=O)C2)c2ccccc21 (stereo not drawn) is listed with -3%

Additional records.
SMILES	BLM helicase inh	APEX1 inh	Anesthetic bind	PGK inhibitor	RXFP1 antag	Pol beta inh	Pol iota inh	Pol eta inh	Pol kappa inh
CCCCn1c(NCc2ccncc2)nc2ccccc21	1%	-3%	-5%	0%	8	21%	32%	-12%	22%
Cc1cc(C)cc(C(=O)NN2CCOCC2)c1	-2%	2%	-8%	2%	nt	2%	18%	-19%	4%
O=C(COC(=O)/C=C/c1ccccc1)NCc1ccc2c(c1)OCO2	nt	16%	nt	-10%	1	nt	-19%	2%	-10%
OCC[C@@H]1C[C@H](O)[C@@H](O)[C@@]2(CCCCO2)O1	nt	nt	nt	3%	nt	nt	16%	-7%	5%
O=C(Cc1cccc(NC(=O)C2CCCN(C(=O)C3CCC3)C2)c1)Nc1ccc(C(=O)N2CCCCC2)cc1 (stereo not drawn)	nt	nt	nt	5%	nt	nt	-4%	-12%	-10%
CCOc1ccc(N2C(=O)CC(N3CCN(C(=O)c4ccco4)CC3)C2=O)cc1 (stereo not drawn)	0%	-1%	-9%	-1%	-7	0%	6%	7%	-15%
O=C(Cn1nnc(-c2ccccc2)n1)NCc1cccs1	-4%	4%	-17%	nt	-16	-2%	10%	-6%	5%
C#CCOCCOCCOCCNc1nc(N2CCN(C(=O)Cn3cc(CC(C)O)nn3)CC2)nc(N2CCN(C(=O)[C@H](C)n3cc(CCC(=O)O)nn3)CC2)n1 (stereo partly drawn)	nt	nt	nt	i	nt	nt	21%	-17%	0%
COc1ccc(NS(=O)(=O)c2cc(NC(=O)C3=NN(c4ccccc4)C(=O)CC3)ccc2C)cc1	nt	nt	nt	-2%	-5	nt	-9%	-15%	-22%
NC(=O)CSc1nnc(-c2cc(-c3ccc(Cl)cc3)nc3ccccc23)o1	-2%	7%	-6%	i	2	30%	63%[activator]	-6%	-6%
C=CCSC(=S)NC1CCS(=O)(=O)C1 (stereo not drawn)	0%	10%	-4%	3%	3	29%	14%	-9%	-11%
CCCc1nnc(NC(=O)CN2CCN(C)CC2)s1	0%	18%	-3%	14%	-1	16%	-3%	2%	-12%
Cc1cc(Nc2ccc(C)c(C)c2)n2nc(C)nc2n1	2%	-3%	-3%	0%	-9	1%	17%	-5%	-15%
Cc1ccc(S(=O)(=O)NC(=O)Nc2c(C)n(C)n(-c3ccccc3)c2=O)cc1	1%	2%	-16%	i	-5	14%	13%	-6%	-7%
O=[N+]([O-])c1ccc(S(=O)(=O)N/N=C/c2cccs2)cc1	0%	6%	3%	17%	-6	27%	9%	-13%	-20%
COc1ccc2c(c1)[nH]c1c(=O)n(CCN3CCCC3)cnc12	39%[activator]	-1%	-9%	-8%	-3	0%	3%	1%	-13%
O=C(Nc1ccnn1C1CCN(Cc2cc(Cl)ccc2O)CC1)C1CC1	-2%	-8%	-11%	2%	13	19%	-5%	-3%	-9%
COc1ccc(CN2CCN(C3CCSCC3)CC2CCO)c(C)c1C (stereo not drawn)	-6%	4%	-6%	-1%	4	1%	36%[activator]	-2%	-7%
CCCCc1ccc(-c2ccc(C)cc2O)nc1	-5%	1%	-12%	0%	1	28µM*	22%	-6%	-13%
NC(=O)C(C1=CCCCC1)c1ccccc1 (stereo not drawn)	nt	nt	nt	-7%	-5	nt	-2%	-4%	3%
CN(CC(=O)Nc1ccc(F)cc1)C(=O)CSc1ncccn1	nt	-3%	nt	2%	-6	nt	19%	-14%	-4%
Cc1ccc(C2=NS(=O)(=O)N(C)C(C(=O)NC(C)c3ccccc3)=C2)cc1 (stereo not drawn)	-3%	44%[activator]	?	i	-1	-20%	?	-16%	-5%
N#Cc1ccsc1NC(=O)CN1CCN(S(=O)(=O)c2cc(Cl)ccc2Cl)CC1	-7%	-12%	1%	-4%	15	-2%	-9%	?	1%
CCOCCCNC(=O)CS(=O)(=O)Cc1nc(-c2cccc(OC)c2)oc1C	-12%	-7%	6%	3%	-3	6%	-7%	-12%	1%
COc1ccc(/C=C/c2noc(-c3ccccc3OC(C)=O)n2)cc1	-10%	4%	-9%	-1%	-11	70%	23%	-15%	8%
CCOc1ccccc1NC(=O)Cn1c(=O)n(-c2ccc(F)cc2)c(=O)c2sc3ccccc3c21	-4%	nt	-8%	-7%	nt	25%	5%	4%	8%
O=C1C=C(N2CCOCC2)CCC1	nt	nt	nt	-7%	nt	nt	16%	-13%	10%
O=C(N/N=C/c1cccnc1)NC12CC3CC(CC(C3)C1)C2	0%	?	-18%	-4%	-39	83%	51%[activator]	-12%	5%
Cc1cc(N2CCCCC2)nc(NCc2ccccc2)n1	1%	-2%	?	5%	-26	2%	51%[activator]	-4%	-19%
CC1CCN(CCCNC(=O)c2nn(C)c3c2CS(=O)(=O)c2ccccc2-3)CC1	-2%	-8%	-10%	-7%	-16	-1%	22%	-4%	-11%
Cc1ccc(NC(=O)N2CCC(C(N)=O)CC2)cc1	-1%	-3%	-8%	nt	-4	24%	?	-5%	-1%
O=C(Nc1ccccc1Oc1ccccc1)C1CCCC1	-1%	0%	-3%	i	-5	-1%	8%	-20%	-7%
CCc1ccc(OCC(=O)NCC(c2ccc(Cl)cc2)N2CCOCC2)cc1 (stereo not drawn)	-5%	nt	71%[activator]	4%	-22	7%	55%[activator]	-23%	-22%
CCCCn1c(N)c(N(CC)C(=O)c2cccc(C)c2)c(=O)[nH]c1=O	1%	74%[activator]	-2%	-5%	0	11%	39%[activator]	?	-15%

Source: PubChem BioAssay (National Center for Advancing Translational Sciences (NCATS))

Some of the compounds tested; rates above refer to the full screens.
